# Screens as filed in PubChem.
# IMPase Li cell – cell-permeable IMPase inhibitors with lithium potentiation. CHO-M1 cells, IP1 TR-FRET (IP-One), carbachol + lithium. Potency, µM (titrated, usually from 59.4 µM), for inactives: at the top dose activity, negative = IMPase inhibition, actives largely listed as inhibitors. 210,000 tested, 0.35% active. AID 1457;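 further: IP1 builds up when IMPase is blocked and the TR-FRET signal falls; potency means the concentration at half of the fitted maximal effect; plate controls were basal vehicle for no effect and high inhibitor control for full effect; nearly all actives have a fitted effect of over 50% in size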
#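 CHO cells stably expressing M1 receptor (2000/well) were cultured 16–30 h, then exposed to compounds with a small lithium addition for 30 min at 37C. IP1 was measured by TR-FRET competition; AC50 from Hill fits.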
# Lamin A splicing – LMNA splicing modulation; Potency, µM (highest dose often 46.1 µM), without a hit: at the top dose ratio change, negative = inhibition, actives largely listed as inhibitors; 200,000 tested, 0.01% active; HeLa LMNA splicing GFP/RFP minigene ratio, 48 h; active means well fitted inhibition curve with a large enough effect in the signal ratio, with a control signal flat, not every such curve was filed as active; inconclusive means small, poorly fitted or top-dose-only effect, or effect the other way, or a change in a side signal; the % refers to the signal ratio; further: potency means the concentration at half of the fitted maximal effect; on the % scale 0 is the no-effect control and ±100 the full control effect
#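 S3 HeLa stable clones carrying a lamin A-EGFP splicing minigene plus DsRed2 were seeded at 600 cells/well in Opti-MEM with 2% FBS, pin-dosed and incubated 48 h at 37°C. Acumen cytometry (488 nm) gave the GFP/RFP total-intensity ratio.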
# KinaseGlo FLuc – counter-screen: inhibitors of Kinase-Glo firefly luciferase. Q27757. Kinase-Glo luciferase, ATP luminescence, 8 min. Potency, µM (highest dose often 38.3 µM), for inactives: at the top dose activity change, negative = inhibition, hits mostly inhibitors. 200,000 tested, 0.28% active. AID 1379; further: potency means the concentration at half of the fitted maximal effect; on the % scale 0 is the no-effect control and ±100 the full control effect; nearly all actives have a fitted effect of over 60% in size
#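 Kinase-Glo luciferase light output from ATP and luciferin was measured with 10 uM ATP, within the enzyme's linear range. Buffer: 50 mM imidazole pH 7.2, 50 mM KCl, 7 mM MgCl2, 0.01% Tween 20, 0.05% BSA; luminescence read after 8 min at ambient temperature.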
# CBFb RUNX1 block – CBF-beta/RUNX1 interaction disruption | Q01196+Q13951 | AlphaScreen CBFb-His/RUNX1-biotin binding, biochemical | Potency, µM (series often up to 59.8 µM), inactives show at the top dose activity, negative = inhibition, hits mostly inhibitors | 230,000 tested, under 10 active | AID 1477; further: % of control where 0% means no effect
# Target sequence (Q01196 whole entry, looked up): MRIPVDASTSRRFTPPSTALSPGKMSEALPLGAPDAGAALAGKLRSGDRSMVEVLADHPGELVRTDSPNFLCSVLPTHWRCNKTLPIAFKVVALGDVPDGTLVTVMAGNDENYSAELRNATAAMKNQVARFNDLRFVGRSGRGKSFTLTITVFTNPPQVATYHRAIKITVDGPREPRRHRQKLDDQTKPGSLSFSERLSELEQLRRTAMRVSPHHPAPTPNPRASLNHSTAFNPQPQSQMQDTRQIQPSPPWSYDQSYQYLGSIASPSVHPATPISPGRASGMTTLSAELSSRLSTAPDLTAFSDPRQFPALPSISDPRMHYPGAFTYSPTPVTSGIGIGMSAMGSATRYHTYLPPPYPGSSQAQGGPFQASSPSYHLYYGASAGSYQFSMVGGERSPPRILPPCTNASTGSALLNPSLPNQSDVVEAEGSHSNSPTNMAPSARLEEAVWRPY
# Target sequence (Q13951 whole entry, looked up): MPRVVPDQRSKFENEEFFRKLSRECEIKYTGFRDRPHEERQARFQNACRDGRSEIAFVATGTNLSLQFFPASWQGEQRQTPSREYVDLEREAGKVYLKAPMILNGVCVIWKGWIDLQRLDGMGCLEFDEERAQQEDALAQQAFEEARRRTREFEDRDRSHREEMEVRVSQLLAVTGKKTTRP
#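 CBF-beta (His) and RUNX1 (biotin), 30 nM each; 20 min preassociation; + compound, 15 min; + beads 50 ng each (Ni, streptavidin), 90 min; RT; AlphaScreen read.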
# HTT aggregate – mutant huntingtin aggregation inhibition. PC12 HttQ103-GFP aggregates, Acumen cytometry, 40 h. 220,000 tested, 1.1% active. AID 1688. Potency, µM (titrated, usually from 46.1 µM), for the others: at the highest dose activity change, negative = inhibition, hits mostly inhibitors; further: potency means the concentration at half of the fitted maximal effect; on the % scale 0 is the no-effect control and ±100 the full control effect; nearly all actives have a fitted effect of over 60% in size
#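 Multiplexed with ATP-based cell death, this channel scores GFP aggregates in PC12 cells expressing inducible HTTex1-Q103-GFP. Induction used 100 nM tebufenozide; compounds were tested in concentration series.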
# HTT ATP protect – Huntington cell model cytoprotection by ATP luminescence; PC12 HTT-Q103 induced, cytoprotection, ATP luminescence, 40 h; 230,000 tested, 0.14% active; Potency, µM (doses to about 56.4 µM), without a hit: cytoprotection (ATP increase), hits mostly activators;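 further: potency means the concentration at half of the fitted maximal effect; % of control where 0% means no effect; nearly all actives have a fitted effect of over 45% in size; toxic huntingtin expression switched on by the ecdysone agonist tebufenozide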
#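 Cells were plated at 1500 per well in phenol red-free DMEM with 5% equine and 5% calf serum. Tebufenozide (100 nM final) and compounds were added, then ATPlite reagent, and luminescence was read.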
# SMN2 splice up – enhancers of SMN2 splice variant expression. 210,000 tested, 2.8% active. Potency, µM (highest dose often 46.1 µM), without a hit: top-dose activity change, positive = activation, usual class: activators. HEK293 SMN2-luciferase splicing reporter, luminescence, 30-36 h; further: potency means the concentration at half of the fitted maximal effect; % of control where 0% means no effect; nearly all actives have a fitted effect of over 55% in size
#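 HEK293 cells carry an SMN2 […]–luciferase reporter in which exon 7 inclusion puts luciferase in frame. Cells were plated 10-12 h before compound addition, then incubated 30-36 h at 37C. ONE-Glo luminescence was read; sodium butyrate at 4.5 mM final served as control.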
# An asterisk follows results filed as active; ? = inconclusive; . = not tested or not shown; [ ] = dose if it differs, or a comment. Unless noted, the call rests on the fitted dose curve; in most records, active means well fitted curve in the direction sought with a large enough effect; inconclusive means small, poorly fitted or top-dose-only effect, or another doubt; inactive means no such curve, though single readings can be large; an effect the other way counts as inactive or inconclusive.
SMILES,IMPase Li cell,Lamin A splicing,KinaseGlo FLuc,CBFb RUNX1 block,HTT aggregate,HTT ATP protect,SMN2 splice up
Cc1ccc2oc(=O)c3cnn(CC(=O)N4CCc5ccccc5C4)c3c2c1,4%[38.3 µM],1%,-7%,-2%,-13%,-29%,23%
CSC(=NC(C)c1ccccc1)NS(=O)(=O)c1cccs1 (configuration not stated),0%,-10%,1%,0%,-1%,0%[10 µM],-12%
CC(=C1C(=O)c2ccccc2C1=O)N1CCN(CCN=CC2=C(O)CC(C)(C)CC2=O)CC1,-6%,7%,-4%,2%,-5%,.,16%
CN(C)c1ccc(NS(=O)(=O)c2cccc(Cl)c2)cc1,-10%,?,-4%,.,4%,26%[10 µM],-8%
C[C@@H](C(=O)N1CCN(C(=O)OC(C)(C)C)CC1)n1cc(CCCN=C(NC(=O)OC(C)(C)C)NC(=O)OC(C)(C)C)nn1,-3%,.,.,10%,15%[9.22 µM],17%[10 µM],.
CC(=O)Nc1ccc(CN2CCCCCCC2)cc1,35%[activator][38.3 µM],3%,1%,3%,9%,-4%,12%
COc1ccc(NC(=O)C=C(C)C)cc1Cl,-21%[38.3 µM],6%,?,1%,3%,-72%[inhibitor][0.074 µM],11µM*
CCN(CC)C(=O)Cn1cc(SCC(=O)NC)c2ccccc21,0%,.,3%,-1%,-8%,-27%,16%
COc1ccc(/C=C/C(=O)O)cc1S(=O)(=O)N1CCc2ccccc2C1,-11%,.,2%,-18%,3%,-35%,-5%
CC(=O)/C=C(\C)Nc1ccccc1O,.,.,.,-13%,15%[9.22 µM],2%[10 µM],.
Clc1ccc(SCc2cn3ccccc3n2)cc1,15%,4%[46 µM],0%,-1%,-16%,-2%[10 µM],11µM*
C[C@@H](NC(=O)c1nc[nH]c1C(=O)N[C@@H](Cc1ccccc1)C(=O)OC(C)(C)C)c1ccccc1,12%,.,.,13%,25%[9.22 µM],15%[10 µM],.
COCCNc1cc(C)nc2c(-c3ccccc3OC)c(C)nn12,4%,-8%,0%,8%,1%,-9%[10 µM],-11%
CCOc1cc(NC(=S)NCC2CCCO2)c(OCC)cc1NC(=O)c1ccc(C)cc1 (configuration not stated),3%,-10%,2%,-19%,-3%,44%[10 µM],2%
CCCCN(NC(C)=O)c1nc(Cl)nc(NC(C)C)n1,20%[38.3 µM],0%,2%,8%,-9%,-7%,-3%

# Next part; the last 2 above are carried over.
SMILES,IMPase Li cell,Lamin A splicing,KinaseGlo FLuc,CBFb RUNX1 block,HTT aggregate,HTT ATP protect,SMN2 splice up
CCOc1cc(NC(=S)NCC2CCCO2)c(OCC)cc1NC(=O)c1ccc(C)cc1 (configuration not stated),3%,-10%,2%,-19%,-3%,44%[10 µM],2%
CCCCN(NC(C)=O)c1nc(Cl)nc(NC(C)C)n1,20%[38.3 µM],0%,2%,8%,-9%,-7%,-3%
CCC(=O)N1CCN(c2ccc(NC(=O)c3ccc4c(c3)OCO4)cc2)CC1,7%[38.3 µM],7%,6%,-3%,31%,-19%[10 µM],-21%
Cc1nnc(Cl)c2nn(-c3ccccc3)c(C)c12,3%,6%,-1%,-2%,18%,?,-15%
COc1ccc(N(C(C)C(=O)NC2CCCCCC2)S(C)(=O)=O)cc1 (configuration not stated),28%[38.3 µM],12%,-2%,7%,1%,-10%[0.074 µM],.
Cc1ccccc1NC(=O)CN(C)S(=O)(=O)c1cccc2cccnc12,2%[38.3 µM],4%,-2%,-4%,3%,15%,-15%
Cc1cccc(C(=O)N2c3ccccc3C(=O)OC2c2ccc3c(c2)OCO3)c1 (configuration not stated),16%[38.3 µM],19%,0%,-4%,10%,-30%,?
CCCCC(=O)Nc1ccc(C(=O)NNC(=S)NC(=O)c2ccco2)cc1,0%,.,0%,-16%,-21%,-11%,-13%
Cn1c(=O)[nH]c(=O)c2c1nc(N(CCO)Cc1ccccc1)n2Cc1ccccc1Cl,8%[38.3 µM],0%,1%,4%,11%,-2%,24%
Nc1nc(F)cc(N2CCCCCC2)n1,-6%,.,0%,-3%,-16%,-37%[inhibitor],-13%
CCc1nc2sc3c(Cl)ncnc3c2c2c1CCCC2,.,.,.,6%,-8%[9.22 µM],-2%[10 µM],.
COc1cccc(C(=O)Nc2cc(=O)n(C)c(=O)n2C)c1,.,.,.,8%,3%[9.22 µM],-4%[10 µM],.
Cc1cc2ncc(-c3ccc(Cl)cc3)cn2n1,-4%,4%[46 µM],-13%,-7%,2%,-20%[10 µM],11µM*
COc1ccc(Cn2ccnc2)cc1[N+](=O)[O-],0%,-1%,1%,-4%,12%,-2%[10 µM],15%
Nc1cc(N2CCCC2)c(Cl)cc1[N+](=O)[O-],0%,-16%[9.22 µM],2%,?,1%,-27%[10 µM],-18%
CC(C)[C@H](NS(=O)(=O)c1ccc2c(c1)OCCO2)C(=O)OCC(=O)Nc1ccccc1,3%,-12%,2%,-18%,-23%,16%[10 µM],-3%[1.84 µM]
O=C(CSc1ccc2c(c1)OCCO2)Nc1ccc(Cl)cn1,3%[38.3 µM],?,-5%,-5%,14%,0%,-15%

# Printed as active in SMN2 splice up (from the list above):
canonical_smiles | IMPase Li cell | CBFb RUNX1 block | SMN2 splice up
COc1ccc(NC(=O)C=C(C)C)cc1Cl | -21%[38.3 µM] | 1% | 11µM*
Clc1ccc(SCc2cn3ccccc3n2)cc1 | 15% | -1% | 11µM*
Cc1cc2ncc(-c3ccc(Cl)cc3)cn2n1 | -4% | -7% | 11µM*

# (cont.)
SMILES,IMPase Li cell,Lamin A splicing,KinaseGlo FLuc,CBFb RUNX1 block,HTT aggregate,HTT ATP protect,SMN2 splice up
CC(C)CN1C(=O)C(=O)N(CC(=O)NCc2ccc3c(c2)OCO3)C1=O,13%[38.3 µM],6%,-4%,0%,2%,?,-12%
COc1cc(/C=C/C(=O)OCC(=O)NCc2cccs2)ccc1OC(F)F,4%,1%,1%,5%,4%,-14%[10 µM],6%
CC(=O)N[C@H](c1ccccc1)[C@@]1(C)C[C@@H]1[C@@H](C)C(=O)Nc1ccc2ccccc2c1,3%,.,1%,5%,.,?,-20%
CCCN1Cc2cccc(C(=O)NC(CC(=O)OCC)c3ccc(OC(C)C)cc3)c2C1=O (configuration not stated),0%,.,4%,7%,1%,-4%,-5%
COC(=O)c1ccccc1NC(=O)CSc1nnnn1C,2%,-6%,-1%,2%,-30%,-20%[10 µM],-11%
O=C(Nc1cccc(Cl)c1)O/N=C\c1ccncc1,-12%[38.3 µM],-2%,-5%,2%,-13%,-46%[inhibitor],.
COc1cccc(C2CC(C(F)(F)F)n3ncc(C(=O)NCC4CCCO4)c3N2)c1 (configuration not stated),0%[38.3 µM],0%,-2%,-6%,26%,-5%,1%
Cc1cc(C)cc(OCCCCCNCCO)c1,1%,-4%,1%,-6%,-10%,7%,3%
COc1cc2c(cc1NC(=O)c1cc(-c3cccnc3)nc3ccc(C)cc13)oc1ccccc12,6%[38.3 µM],-5%,1%,4%,-3%,-5%,-29%
CCc1c(C)nc2cc(-c3ccc(OC)c(OC)c3)nn2c1N1CCC(C)CC1,-3%[38.3 µM],-2%,-4%,-1%,-12%,-13%,13%
CC1(NC(=O)COc2ccccc2-c2ccccc2)CCS(=O)(=O)C1 (configuration not stated),29%[38.3 µM],0%,-3%,0%,7%,16%,-11%
CN1CCC2(CC1)CCN(C(=O)c1cccc(F)c1)CC2,19%,.,-1%,.,.,?,2%
Cc1cc(Oc2nc3c(C)cccn3c(=O)c2/C=C(\C#N)S(=O)(=O)c2ccc(Cl)cc2)ccc1Cl,0%,-3%,2%,2%,17%,-10%[10 µM],-31%[inhibitor]
CCCCCOC(=O)NCC(O)c1ccccc1 (configuration not stated),2%[38.3 µM],?,-9%,-2%,6%,-25%,?
COc1ccc(Cl)cc1NC(=S)Nc1ccccc1C,0%,-24%[46 µM],-2%,2%,24%,-6%,4%
CCCCCc1c(C)nc(NCc2ccccc2)[nH]c1=O,-3%[38.3 µM],?,-2%,-6%,32µM*,-13%[0.074 µM],-6%
O=C(NCC1CCCO1)c1ccc(NC(=O)C2C3C=CC(C3)C2C(=O)O)cc1 (configuration not stated),-7%[38.3 µM],4%,-1%,6%,7%,-16%,-13%
O=c1[nH]c(CN2CCc3ccccc32)nc2scc(-c3cccs3)c12,-16%[38.3 µM],?,-1%,-27%,-7%,-17%,-12%
Cc1ccc2nc(-c3ccccc3)c(NC(=O)c3ccco3)n2c1,16%,-17%,1%,-1%,10%,-2%[10 µM],-12%
O=C(CCCc1c[nH]c2ccccc12)NCc1ccc2c(c1)OCO2,22%[38.3 µM],-5%,17%,2%,-4%,-9%,10%
CC(=O)N1CCc2ccc(NC(=O)c3c(-c4c(Cl)cccc4Cl)noc3C)cc21,.,.,.,3%,-13%[9.22 µM],-12%[10 µM],.
CC(C)OCCCNC(=O)c1ccccc1Oc1ccccc1,24%[38.3 µM],3%,-4%,2%,-5%,7%,-4%
COc1ccc(OC)c(S(=O)(=O)Nc2ccc3oc4c(c3c2)C(=O)CCC4)c1,-1%,-9%,6%,5%,-14%,9%[10 µM],-35%[inhibitor]
CCOc1ccc(/C(O)=C2\C(=O)C(=O)N(CCN(C)C)C2c2cccc(OC)c2OC)cc1Cl (configuration not stated),-10%[38.3 µM],-4%,3%,15%,10%,9%,13%
Cn1ncc2c(Nc3ccccc3Cl)nc(Cl)nc21,.,.,.,1%,-16%[9.22 µM],-9%[10 µM],.
O=C1c2ccccc2-c2onc3c(Oc4ccccc4)cc(O)c1c23,17%[38.3 µM],-4%,-11%,.,-10%,-15%,11µM*
Cc1cc(N2CCN(C)CC2)nc2ccc(NC(=S)NCCCN3CCc4ccccc4C3)cc12,24%,.,6%,8%,?,-10%,-45%
N#CC(C#N)=C(Nc1ccccc1)c1ccccc1,0%,.,-4%,-3%,5%,.,-5%
CC(=O)N=c1sc2ccccc2n1C,-3%[38.3 µM],9%,2%,0%,15%,-3%,-16%
Sc1oc(-c2ccccc2)cc1C=Nc1ccccc1,43%[activator][38.3 µM],-6%,-3%,?,5%[9.22 µM],-10%,-21%
C=CCNCCCCOc1ccc(OCc2ccccc2)cc1,9%,?,5%,-4%,-17%[9.22 µM],-1%[10 µM],24%
